D2 agonist: D2 dopamine receptor (human) agonism; P14416; HEK293 T-REx D2 cells, calcium flux agonist mode; activation, % at 2 µM; actives 0.53% (n = 340,000);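 active = activation over 3 SD above normal in the single-dose calcium agonist read, cut at about 30% in these data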; note: 0% is about no effect
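HEK293 Trex D2 cells, tetracycline-induced, o/n 30 C 5% CO2; no-wash Ca dye, RT 30–90 min; 10-cycle baseline, 23 nl cpd added, kinetic Ca read 180 s; agonist hits = positive Ca response.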
PI4K2A block: PI4K2A (human) kinase inhibition. purified PI4K2A, ADP-Glo luminescence, 1 h; active compounds read low. AID 1346378. actives 0.13% (n = 420,000). activity change, negative = inhibition, % at 76.9 µM. Q9BTU6; in the data active = activity change below about -50%; inconclusive = mostly about -30% to -49%;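 note: -100% = wells without enzyme as full effect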
Target sequence (Q9BTU6 whole entry, looked up): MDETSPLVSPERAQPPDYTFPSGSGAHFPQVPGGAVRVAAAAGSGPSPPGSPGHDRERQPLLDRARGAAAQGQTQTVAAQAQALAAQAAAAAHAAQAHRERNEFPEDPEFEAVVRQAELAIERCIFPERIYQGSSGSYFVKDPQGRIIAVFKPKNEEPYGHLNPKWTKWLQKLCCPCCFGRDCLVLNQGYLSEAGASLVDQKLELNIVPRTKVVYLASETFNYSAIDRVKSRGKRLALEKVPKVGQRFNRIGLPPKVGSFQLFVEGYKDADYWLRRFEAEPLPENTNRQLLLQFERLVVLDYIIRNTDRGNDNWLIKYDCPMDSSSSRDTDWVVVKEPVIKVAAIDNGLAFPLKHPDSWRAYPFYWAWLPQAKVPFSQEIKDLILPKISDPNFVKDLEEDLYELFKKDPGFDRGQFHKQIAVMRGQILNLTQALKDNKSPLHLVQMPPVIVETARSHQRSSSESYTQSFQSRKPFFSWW
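ADP-Glo luminescence measured ADP generated by PI4K2A enzyme (4 ug/mL before mixing) with 1.2 mM PI substrate (pre-mix) and 300 microM ATP (pre-mix). Tris pH7.5 buffer with MgCl2, Triton X-100; 1 h reaction at ambient temperature.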
TRHR agonist: agonists of human TRH receptor; P34981; TRHR cells, calcium flux fluo-8, FDSS agonist mode; activation, % at 2 µM; actives 0.18% (n = 360,000); in the data active = activation above about 30%; note: 0% is about no effect
Target sequence (P34981 whole entry, looked up): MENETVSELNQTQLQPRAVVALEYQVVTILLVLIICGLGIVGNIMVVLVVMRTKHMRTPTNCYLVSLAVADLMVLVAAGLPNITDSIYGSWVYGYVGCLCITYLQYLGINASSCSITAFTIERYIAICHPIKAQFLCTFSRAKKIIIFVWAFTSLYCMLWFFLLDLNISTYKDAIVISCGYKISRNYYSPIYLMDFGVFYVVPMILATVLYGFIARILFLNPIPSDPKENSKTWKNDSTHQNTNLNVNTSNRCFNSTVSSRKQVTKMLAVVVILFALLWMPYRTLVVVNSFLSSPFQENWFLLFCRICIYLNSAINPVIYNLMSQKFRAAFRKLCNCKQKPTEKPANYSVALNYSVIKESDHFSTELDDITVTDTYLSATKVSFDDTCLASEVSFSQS
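Read-out: compound-evoked intracellular calcium rise in TRHR cells, fluo-8 dye, kinetic FDSS fluorescence at 1 s/cycle following a 10-cycle baseline. Cells cultured overnight before dye loading (30 min–1.5 h, RT).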
D2 antagonist: antagonizes the human D2 dopamine receptor; P14416; AID 485344; actives 2% (n = 340,000); HEK293 TREx D2 cells, calcium flux, dopamine EC80; inhibition, % at 10 µM; in the data active = inhibition above about 30%; note: 0% is about no effect
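Calcium mobilization kinetics were recorded at 1 s intervals in tetracycline-induced HEK293 T-REx D2 cells, first for 180 s after compound addition and then 180 s after EC80 dopamine.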
TRHR enhancer: TRH receptor (human) allosteric enhancement | TRHR cells, fluo-8 calcium fluorescence, EC20 TRH enhancement | enhancement, % at 2 µM | actives 0.66% (n = 360,000) | AID 493056; in the data active = enhancement above about 30%; note: 0% is about no effect
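TRHR-expressing cells loaded with fluo-8 calcium dye were read kinetically (ex 480/em 530) during compound addition, then stimulated with an EC20 of TRH (10 nM final). Enhancement of the Gq-mediated intracellular calcium response was scored.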
IDH1 R132H inh: blocks human mutant IDH1 R132H enzyme; actives 0.093% (n = 390,000); AID 602179; O75874; Potency, µM (series often up to 76.6 µM), for inactives: at the highest dose activity change, negative = inhibition, most hits filed as inhibitors; IDH1-R132H enzyme, NADPH consumption, diaphorase/resazurin fluorescence; note: potency is the fitted concentration of half-maximal effect; % is set by controls: 0 for no effect and ±100 for the full control effect; nearly all actives have a fitted effect of over 65% in size
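IDH1-R132H (0.5 ug/mL) preincubated 30 min with compound, then NADPH (0.016 mM) and alpha-KG (2 mM) added; 80 min at RT, pH 7.5. Remaining NADPH coupled via diaphorase/resazurin to fluorescence (540/590 nm); concentration-response curves normalized to no-enzyme control.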
TrxR1 inh: rat TrxR1 inhibition | Potency, µM (doses to about 114 µM), inactives show at the top dose activity change, negative = inhibition, most hits filed as inhibitors | O89049 | actives 1% (n = 390,000) | recombinant rTrxR1, NADPH fluorescence consumption, selenite substrate; note: potency is the fitted concentration of half-maximal effect; % is set by controls: 0 for no effect and ±100 for the full control effect; nearly all actives have a fitted effect of over 65% in size
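Rat TrxR1 (90 nM in the dispensed reagent) was pre-reduced with 400 uM NADPH for 5 min at room temperature, then incubated with compound for 15 min. After 400 uM selenite was added, NADPH fluorescence (Ex 340/Em 450 nm) was followed for 8 min.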
USP1-UAF1 inh: USP1/UAF1 (human) deubiquitinase inhibition | O94782 | recombinant USP1/UAF1, Ub-Rhodamine cleavage fluorescence | Potency, µM (top dose mostly 57.1 µM), inactives show at the top dose activity change, negative = inhibition, usual class: inhibitors | actives 0.23% (n = 390,000); note: potency is the fitted concentration of half-maximal effect; % is set by controls: 0 for no effect and ±100 for the full control effect; nearly all actives have a fitted effect of over 60% in size; inactives centre near -12
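High-throughput fluorogenic screen: 1nM USP1/UAF1 complex, Ub-Rho substrate 150nM final, 50mM HEPES pH 7.8 with 0.5mM EDTA, 0.1 mg/ml BSA, 1mM TCEP and 0.01% Tween-20.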
TrxR1 substrate: is turned over as a substrate by rat TrxR1. O89049. actives 0.01% (n = 390,000). Potency, µM (highest dose often 114 µM), without a hit: at the top dose activity change, negative = substrate turnover. purified TrxR1 substrate turnover, NADPH consumption readout; note: potency is the fitted concentration of half-maximal effect; % is set by controls: 0 for no effect and ±100 for the full control effect; nearly all actives have a fitted effect of over 50% in size
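Rat TrxR1, dispensed at 90 nM, was prereduced with 400 uM NADPH (final) for 5 min at ~22 deg C, then incubated with compound 15 min before 400 uM selenite. A first-read NADPH fluorescence drop versus no-compound background flagged substrates.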
Starred values were filed as active, the others as inactive; ? = inconclusive; · = not tested or not shown; & = joins results of further samples; [ ] = another dose, or the depositor's remark. Unless noted, calls come from the whole dose curve; as a rule, active = well fitted inhibition curve with a large enough effect; inconclusive = small, poorly fitted or top-dose-only effect; inactive = no such curve, though single readings can be large or run the other way.

canonical_smiles,D2 agonist,PI4K2A block,TRHR agonist,D2 antagonist,TRHR enhancer,IDH1 R132H inh,TrxR1 inh,USP1-UAF1 inh,TrxR1 substrate
CCCC(=O)N(c1ccc(F)cc1)C1C=CS(=O)(=O)C1 (centres undefined),-0.2,6,-0.7,-12,12,2%,40%[activator][57.1 µM],0%,12%[57.1 µM]
Cc1cccc(Cn2cc(C(=O)c3ccccc3)c(=O)c3cc4c(cc32)OCO4)c1,·,0,0.0,·,0,?,23%,-13%,8%
Cc1cccc(C)c1NC(=O)CS(=O)CC(=O)NC1CCN(Cc2ccccc2)CC1 (centres undefined),-0.4,5,0.1,-43,2,-3%,6%[57.1 µM],-19%,-3%[57.1 µM]
O=C(Nc1ccccc1C(=O)Nc1ccccn1)c1ccc([N+](=O)[O-])cc1,1.7,1,0.6,1,6,3%,9%[57.1 µM],-9%,-10%
O=C1CN(C(=O)c2ccc(Cl)cc2Cl)C(c2ccc(F)cc2)c2cc(F)ccc2N1 (centres undefined),0.9,-2,0.9,·,9,-17%,12%,-7%,-7%
NC(=O)c1ccc[n+](CCC[n+]2cccc(C(N)=O)c2)c1,3.3,-1,0.4,18,-6,5%,-7%,-10%,1%
COc1ccc(NC(=O)COc2cccnc2[N+](=O)[O-])cc1OC,1.5,-3,0.1,-3,1,7%,8%[57.1 µM],-11%,6%[57.1 µM]
Cc1c(C(=O)N2CC(C)OC(C)C2)sc2nc(-c3ccc(F)cc3)cn12 (centres undefined),·,-7,·,·,·,10%,20%,-3%,12%
COc1cc(CO)ccc1Oc1nnnn1-c1ccc(C(N)=O)cc1,-0.1,0,0.3,31*,-5,9%,11%,-11%,5%
CCCn1cnc2cc(NCc3cccs3)ccc21,0.0,-3,0.1,18,-3,-3%,3%,-5%,5%

Following part:
canonical_smiles,D2 agonist,PI4K2A block,TRHR agonist,D2 antagonist,TRHR enhancer,IDH1 R132H inh,TrxR1 inh,USP1-UAF1 inh,TrxR1 substrate
O=C(Nc1ccccc1-c1nc2ccccc2s1)c1cccnc1Cl,1.0,12,0.4,-11,-1,-11%,6%[57.1 µM],-13%,17%[57.1 µM]
Clc1ccc(-c2nnc(-c3ccccc3)c(N3CCSCC3)n2)cc1,0.1,3,-1.3,25,3,3%,1%[57.1 µM],-26%,2%[57.1 µM]
COc1ccc(OC)c(S(=O)(=O)NCC(c2cccs2)N2CCc3ccccc3C2)c1 (centres undefined),0.1,5,0.4,2,-3,9%,9%,-11%,-2%
COc1ccccc1-n1cnnc1SCC(=O)NC1CCS(=O)(=O)C1 (centres undefined),0.9,-4,0.3,3,4,1%,13%[57.1 µM],-10%,-17%[57.1 µM]
Cc1cccc(C(=O)NC(C(=O)Nc2ccccc2N2CCOCC2)C(C)C)c1 (centres undefined),0.9,2,-0.5,2,0,-16%,0%,-11%,-5%
Cc1ccc(C(=O)NCC(=O)OCC(=O)Nc2cc(S(=O)(=O)N3CCOCC3)ccc2Cl)s1,·,-1,·,·,·,0%,-15%,-10%,-14%
COc1cc(NC(=O)Cn2cnc(S(=O)(=O)N3CCCC3)c2)cc(OC)c1OC,-2.0&-2.2,-1&2,0.3&0.5,-21,0&2,8%&17%,16%,-12%&-20%,4%
Cc1cc(C)cc(NC(=S)NCCSc2ccc(Cl)cc2)c1,-0.6,5,0.3,-1,1,-7%,4%[57.1 µM],-15%,0%[57.1 µM]
COc1ccc2cc3c(N)nn(C(=O)c4cccc([N+](=O)[O-])c4)c3nc2c1,1.8,-4,0.4,12,-7,1%,-6%,-16%,-3%
CCOc1ccc(CCNC(=O)c2nn(C)c3c2CS(=O)(=O)c2ccccc2-3)cc1OCC,-0.3,0,-0.8,-1,-10,-7%,26%,-25%,5%

(cont.)
canonical_smiles,D2 agonist,PI4K2A block,TRHR agonist,D2 antagonist,TRHR enhancer,IDH1 R132H inh,TrxR1 inh,USP1-UAF1 inh,TrxR1 substrate
Cc1[nH]c2ccccc2c1C(=O)CSc1nccc(=O)[nH]1,·,3,-0.8,·,0,0%,17%,-18%,-3%
COc1ccc(NC(=O)CCCSc2nc(-c3ccco3)cc(C(F)(F)F)n2)cc1,-0.1,2,1.4,·,2,19%,9%,-4%,5%
CCOCCCNC(=O)C1CCCN1C(=O)Nc1ccccc1[N+](=O)[O-] (centres undefined),-1.6,1,-0.7,-3,-1,4%,13%,-17%,6%
COc1ccc(C(OC(=O)c2ccco2)C(=O)NC2CCCCC2)cc1 (centres undefined),0.6,4,-0.4,1,3,1%,-15%,-13%,-7%
CCc1cccc(-n2nnc(-c3nsc(NC(=O)c4cccs4)n3)c2C)c1,0.1,-3,1.1,·,-3,-3%,28%[57.1 µM],-6%,13%[57.1 µM]
Cc1cccc(C(=O)NCc2nnc(SCC(=O)NC(C)c3ccccc3)n2C)c1 (centres undefined),-2.0,-3,-0.5,-4,21,2%,-17%,5%,-6%
CCN1C(=O)c2ccc(C(=O)NCc3ccco3)cc2C1=O,0.3,-1,-0.1,-6,-7,2%,1%[57.1 µM],-20%,5%[57.1 µM]
CCN1CCN(C(=O)C2CCN(S(=O)(=O)c3cccc4cccnc34)CC2)CC1,1.1,-1,0.4,3,-1,7%,1%,-23%,1%
C=CCCC(=O)N1CCCC(Cc2cccc(Cl)c2)(C(=O)OCC)C1 (centres undefined),0.5,17,-0.8,-1,-3,-3%,24%,-23%,3%
CCOC(=O)N1CCN(C(=O)CN(C)S(=O)(=O)c2ccc3c(c2)c(=O)n(C)c(=O)n3C)CC1,1.7,1,-0.4,8,6,0%,9%,-12%,5%

(continued)
canonical_smiles,D2 agonist,PI4K2A block,TRHR agonist,D2 antagonist,TRHR enhancer,IDH1 R132H inh,TrxR1 inh,USP1-UAF1 inh,TrxR1 substrate
O=C(Nc1ccc(Cl)cn1)c1ccccc1SCc1ccccc1,0.8,0,0.4,0,-11,0%,20%[57.1 µM],-11%,5%[2.29 µM]
O=C1N=C(N2CCCCC2)SC1=C1CCCCC1,0.1,8,-0.3,7,9,4%,-11%,-14%,-9%
Cc1ccc(/C=N/N2CCN(Cc3cccc4ccccc34)CC2)o1,-0.9,4,1.6,-3,3,2%,-46%,-15%,-19%
Cc1cccc(-c2nc(Cn3c(SCc4cccc(C(F)(F)F)c4)nc4ccncc43)c(C)o2)c1,0.0,-2,1.1,·,-3,7%,-18%,-7%,2%
Cc1cc(C)c2cc(CN(CC3CCCO3)S(=O)(=O)c3ccc4c(c3)OCCO4)c(=O)[nH]c2c1 (centres undefined),0.7,-4,0.0,-2,-9,5%,13%,1%,29%
COc1cc(OC)c(NS(=O)(=O)c2cc(C(=O)OCC(=O)NCC3CCCO3)ccc2OC)cc1Cl (centres undefined),·,-3,0.3,·,1,-3%,15%[57.1 µM],2%,0%[57.1 µM]
CN(C)C(CNC(=O)c1cccnc1Sc1ccccc1)c1ccco1 (centres undefined),-0.3,0,0.1,-7,1,0%,-5%,-7%,-3%
CCOc1ccc(-c2nnn(CC(=O)NCc3ccco3)n2)cc1OCC,0.7,-5,-0.3,-3,-5,5%,0%,-26%,0%
COc1ccc2c(C)cc(N3CCOCC3)nc2c1,-0.8,-6,0.5,-4,-9,-6%,-6%,-9%,40%[activator]
CC(C)CNC(=O)NC(=O)COC(=O)c1ccccc1Sc1ccc(C(F)(F)F)cc1[N+](=O)[O-],-0.7,3,-0.3,-4,21,-4%,13%,-18%,1%

Ordered by value in TRHR enhancer (highest first): some entries from above
Molecule,TRHR enhancer
O=C1N=C(N2CCCCC2)SC1=C1CCCCC1,9
COc1cc(OC)c(NS(=O)(=O)c2cc(C(=O)OCC(=O)NCC3CCCO3)ccc2OC)cc1Cl (centres undefined),1
COc1ccc2c(C)cc(N3CCOCC3)nc2c1,-9

The list goes on:
canonical_smiles,D2 agonist,PI4K2A block,TRHR agonist,D2 antagonist,TRHR enhancer,IDH1 R132H inh,TrxR1 inh,USP1-UAF1 inh,TrxR1 substrate
COc1ccc(Cc2nnc(SCC(=O)N3CCc4ccccc4C3)o2)cc1,0.7,-8,-0.5,0,-3,0%,13%,?,6%
CCCn1c(NC(=O)CSCC(=O)Nc2cc(C)on2)nc2ccccc21,-2.0,-2,-0.3,9,1,1%,10%,-2%,-2%
Cc1ccc(OCC(=O)NCCCNC(=O)c2cccnc2)cc1C,-0.1,8,0.0,-24,11,-1%,21%,-19%,6%
Cc1[nH]c(=O)c(C#N)c2c1CCCC2,·,1,-0.9,·,-3,2%,1%,-1%,16%
Cc1cccc(C(=O)Nc2c(-c3ccccc3)nc3cc(C)ccn23)c1,-0.3,2,-0.2,·,5,6%,6%,-7%,-2%
COc1ccc(CC(=O)N(C)CC(=O)Nc2cccc(F)c2)cc1S(=O)(=O)N1CCOCC1,0.0,-5,0.2,-2,-1,3%,23%[57.1 µM],-14%,14%[57.1 µM]
Cc1[nH]n(-c2ccc(F)cc2)c(=O)c1C=Nc1ccc(S(=O)(=O)N(C)C)cc1,0.9,-5,0.2,-16,16,8%,1%,1%,-4%
Cc1cc(C(=O)Nc2cc(Br)ccc2O)on1,0.8,8,-2.1,0,7,11%,34%,-27%,8%
NNC(=O)C(Cc1ccccc1)NC(=O)OCc1ccccc1 (centres undefined),-0.6,5,-0.7,4,7,3%,21%[57.1 µM],-12%,4%[11.4 µM]
CCOC(=O)N1CCN(C(=O)CCc2ccc(S(=O)(=O)NCC(C)C)cc2)CC1,·,4,·,·,·,4%,16%,-6%,5%
COc1ccc(NC(=O)N2CCN(S(C)(=O)=O)CC2)cc1,1.6,-3,0.4,34*,9,0%,24%[57.1 µM],-16%,8%
C#CCOC(=O)c1ccccc1C(=O)n1nnc2ccccc21,-0.6,39,-0.8,0,-1,3%,?,-17%,5%

Bioassay records from PubChem BioAssay.
